ARFGAP1 inh: inhibitors of rat ARFGAP1. Q62848. AID 651572. 360,000 tested, 0.26% active. inhibition, % at 16.5 µM. Arfgap1-stimulated ARF1 GTP hydrolysis, GDP FP detection;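 active means inhibition above a per-plate limit, mean inhibition of low control wells plus 3 SD, cut at about 25% in these data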;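 further: 0% = DMSO wells with enzyme and 100% = wells lacking Arfgap1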
Target sequence (Q62848 1-136 limits assumed): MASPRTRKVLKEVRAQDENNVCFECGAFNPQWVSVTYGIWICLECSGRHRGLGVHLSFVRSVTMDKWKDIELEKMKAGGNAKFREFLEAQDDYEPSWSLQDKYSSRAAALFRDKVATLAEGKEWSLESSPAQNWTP
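Assay system: purified rat His6-Arfgap1 residues 1-136 (GAP domain); Reagent: human Δ17 ARF1 bound to GTP; Dosing: 16.5 µM single point, 1.26% DMSO; Times: GTP hydrolysis reaction 2 h at 25 °C; Signal: FP, GDP Alexa 633 tracer displaced from anti-GDP antibody, 620/688 nm; Measure: % inhibition from polarization.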
DDE Tn6 FP inh: DD(E)-Tn6 binding inhibition, primary FP screen | inhibition, % at 8.3 µM | Fibrin DD(E) TRITC-Tn6 fluorescence polarization displacement | 370,000 tested, 0.21% active;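 active means inhibition above a per-campaign cutoff: mean of compounds within control limits plus 3 SD, cut at about 15% in these data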;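 further: 0% = median of all compound wells on the plate and 100% = blocking peptide control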
ADAM10 inh: inhibits human ADAM10; recombinant ADAM10, EDANS/DABCYL FRET peptide cleavage, 3 h; inhibition, % at 7 µM; 370,000 tested, 0.62% active;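 active means inhibition above a per-campaign cutoff equal to the mean of compounds falling between control-based bounds plus 3 SD, cut at about 20% in these data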;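 further: 0% = DMSO wells while the 100% control is not disclosed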
Target sequence (O14672 214-748 limits assumed): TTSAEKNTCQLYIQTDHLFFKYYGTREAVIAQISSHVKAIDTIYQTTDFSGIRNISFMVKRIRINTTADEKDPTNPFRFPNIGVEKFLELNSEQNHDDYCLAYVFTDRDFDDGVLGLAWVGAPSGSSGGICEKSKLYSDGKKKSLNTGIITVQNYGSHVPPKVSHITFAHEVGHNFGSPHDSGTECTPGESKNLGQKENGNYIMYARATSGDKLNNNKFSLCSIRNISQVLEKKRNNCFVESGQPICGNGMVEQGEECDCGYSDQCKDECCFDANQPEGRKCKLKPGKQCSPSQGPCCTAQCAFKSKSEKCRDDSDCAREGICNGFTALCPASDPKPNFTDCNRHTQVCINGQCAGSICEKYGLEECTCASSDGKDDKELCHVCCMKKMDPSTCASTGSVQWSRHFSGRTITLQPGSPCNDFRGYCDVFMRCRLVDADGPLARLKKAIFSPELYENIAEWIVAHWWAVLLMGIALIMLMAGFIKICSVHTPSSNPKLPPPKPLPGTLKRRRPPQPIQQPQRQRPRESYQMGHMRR
rCAG binder: binds r(CAG) RNA repeats. 370,000 tested, 1.3% active. AID 651821. r(CAG) RNA repeat, TO-PRO-1 dye displacement fluorescence. inhibition, % at 3 µM;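 active means inhibition above the plate cutoff, the mean of all test compounds on that plate plus 3 SD, cut at about 35% in these data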;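 further: 0% = DMSO alone and 100% = 100 µM mitoxantrone as full dye displacement; higher means more dye released from RNA so lower well fluorescence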
NPR1 activator: GC-A (human) enzyme activation; P16066; HEK293 GC-A cells, cGMP TR-FRET, EC30 ANP; 0% at EC30 ANP, 100% saturating ANP; activation, % at 10 µM; 370,000 tested, 0.14% active; in the data active means activation above about 40%
proKLK7 act: activates the human kallikrein-7 zymogen; P49862; purified proKLK7, EDANS-DABCYL substrate fluorescence; 100% is mature enzyme control, 0% vehicle; activation, % at 7 µM; 370,000 tested, 0.9% active; AID 652039;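 active means activation above the mean of all tested compounds plus 3 SD, computed per campaign excluding outliers beyond control limits, cut at about 13% in these data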
sPLA2-III inh: Inhibits HGIII-sPLA2 liposome hydrolysis, primary screen; Q9NZ20; QFRET BODIPY PC-A2 liposome hydrolysis, fluorescence; 370,000 tested, 0.56% active; inhibition, % at 12.2 µM; AID 743126;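 active means inhibition above mean plus 3 SD of compounds lying within the high and low control bounds, cut at about 19% in these data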;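 further: 0% = median of test compound wells and 100% = no enzyme DMSO wells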
ASAP1 inh: inhibitors of human ASAP1 ArfGAP activity; AID 624377; ASAP1-stimulated ARF1 GTP hydrolysis, GDP FP detection; inhibition, % at 16.5 µM; 360,000 tested, 0.19% active; Q9ULH1; in the data active means inhibition above about 25%;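 further: 0% = vehicle with enzyme and substrate and 100% = no enzyme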
Target sequence (Q9ULH1 325-724 limits assumed): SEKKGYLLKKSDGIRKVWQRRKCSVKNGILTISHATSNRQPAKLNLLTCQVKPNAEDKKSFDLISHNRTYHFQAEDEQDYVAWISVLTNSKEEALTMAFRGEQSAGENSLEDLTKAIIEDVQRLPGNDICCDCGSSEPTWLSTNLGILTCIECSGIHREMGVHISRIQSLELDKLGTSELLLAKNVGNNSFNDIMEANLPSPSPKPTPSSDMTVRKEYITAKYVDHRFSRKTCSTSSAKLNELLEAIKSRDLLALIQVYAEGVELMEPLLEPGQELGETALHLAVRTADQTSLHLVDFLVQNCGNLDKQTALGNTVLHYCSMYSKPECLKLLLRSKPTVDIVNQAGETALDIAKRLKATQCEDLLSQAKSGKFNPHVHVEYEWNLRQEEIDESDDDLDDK
FXN GAA850 act: increases GAA850 frataxin promoter reporter activity; HEK293 lucGAA850 FXN promoter luciferase reporter, 24 h; percent of 10 µM SAHA response; activation, % at 6 µM; 360,000 tested, 0.56% active; AID 540364;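 active means activation above the average of all compounds screened plus 3 SD, cutoff fixed separately per campaign, cut at about 7.5% in these data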;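 further: 0% = DMSO wells and 100% = 10 µM SAHA wells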
GC-B act: GC-B (human) receptor activation; activation, % at 10 µM; HEK293-GC-B cells, CNP EC30, cGMP TR-FRET; 0% at EC30 CNP, 100% saturating CNP; AID 1920062; 370,000 tested, 0.11% active;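 active means activation at 10 µM reaching about 35% in either raw or pattern-adjusted values, limit read from the data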
* = called active by the depositor; . = not tested or not shown.

SMILES	ARFGAP1 inh	DDE Tn6 FP inh	ADAM10 inh	rCAG binder	NPR1 activator	proKLK7 act	sPLA2-III inh	ASAP1 inh	FXN GAA850 act	GC-B act
CCc1cccc(NC(=O)Cn2c3[n+](c4ccc(C(F)(F)F)cc42)CCCCC3)c1	-2	-9	-1	8	0	-0.1	0	-9	4.1	4
CCN(c1cccc(C)c1)S(=O)(=O)c1ccc(-c2cc(C)no2)s1	17	4	11	4	-4	0.4	-7	9	-2.4	-9
COc1ccc(C(=O)Nc2cc3c(cc2C(=O)O)OCCCO3)c(OC)c1	12	-1	4	17	0	-0.3	-5	-3	-0.6	-3
Fc1ccc(C2c3cccn3CCN2C(=S)Nc2cccc(F)c2)cc1 (stereo not given)	-2	0	-9	4	-3	1.7	1	6	-2.5	1
O=C(NC(=S)Nc1ccccc1)c1cccs1	13	3	9	-3	3	0.3	5	-4	3.5	0
CCCSC1=C(C#N)C(c2ccccc2C)CC(=O)N1 (stereo not given)	3	-4	10	3	1	-0.7	4	10	.	-2
O=[N+]([O-])c1ccccc1S(=O)(=O)Nc1nc2ccccc2s1	6	6	-4	10	0	0.6	-6	1	0.8	2
Cc1ccc(S(=O)(=O)NCc2cn3ccsc3n2)c(C)c1	-9	1	-11	0	-1	-0.2	3	-3	-1.7	-1
CCCN(CCC)CCCNS(=O)(=O)c1cc(Br)cc2c1N(C(C)=O)CC2	1	-7	0	-1	-1	0.0	-2	5	-0.6	1
O=C(NCc1cccs1)C1C(=O)Nc2ccccc2C(=O)N1C1CCCC1 (stereo not given)	3	-3	-42	2	-4	0.9	-1	0	.	-3
COc1ccc(C(=O)NC2CCC(O)CC2)cc1S(=O)(=O)NCc1ccc(Cl)cc1 (stereo not given)	5	7	-14	1	0	0.1	10	4	-0.3	4
COc1ccc(OC)c(NC(=O)CSc2nnc(CCCO)n2-c2ccccc2)c1	3	3	-3	-6	-1	0.3	4	2	1.9	3
COc1ccc(C2=NOC3(CC(=O)N(c4ccc(F)cc4)C3=O)C2)c(OC)c1 (stereo not given)	16	2	1	16	-3	0.1	-2	4	2.2	0
CN(CC(=O)N1CCCCCC1)S(=O)(=O)c1cccc2cccnc12	-4	-9	-9	-3	1	-0.3	18	15	0.1	-7
COCCN(C(=S)Nc1ccc(OC)cc1)C1CCN(C(C)C)CC1	-2	2	-8	-2	1	-0.3	6	10	2.1	-1
COc1ccccc1-c1ccc(SCC(=O)NC2CCCC2)nn1	0	2	6	-1	-3	0.5	3	-2	0.1	0
CCS(=O)(=O)N1CCCC(C(=O)NCc2cccc(OC)c2)C1 (stereo not given)	4	-6	-8	-1	4	-0.1	4	-9	-2.6	3
O=C1C(c2ccccc2)NC(=S)N1C1CCCCC1 (stereo not given)	6	-5	10	8	-4	0.7	-7	-4	0.0	-1
O=C1OCCN1CC(=O)N1CCc2c([nH]c3ccccc23)C1c1ccccn1 (stereo not given)	7	0	-1	1	-1	-0.4	5	4	1.4	1
Cc1ccc(S(=O)(=O)N2CCOCC2)cc1C(=O)OCC(=O)NC1CC1	1	6	2	0	2	0.0	-2	5	2.5	0

A section taken from the entries so far, for reference:
SMILES	ARFGAP1 inh	DDE Tn6 FP inh	ADAM10 inh	rCAG binder	NPR1 activator	proKLK7 act	sPLA2-III inh	ASAP1 inh	FXN GAA850 act	GC-B act
CCc1cccc(NC(=O)Cn2c3[n+](c4ccc(C(F)(F)F)cc42)CCCCC3)c1	-2	-9	-1	8	0	-0.1	0	-9	4.1	4
CCN(c1cccc(C)c1)S(=O)(=O)c1ccc(-c2cc(C)no2)s1	17	4	11	4	-4	0.4	-7	9	-2.4	-9

Other compounds
SMILES	ARFGAP1 inh	DDE Tn6 FP inh	ADAM10 inh	rCAG binder	NPR1 activator	proKLK7 act	sPLA2-III inh	ASAP1 inh	FXN GAA850 act	GC-B act
CC1(C(=O)O)CCC(C(=O)NNC(=O)c2ccccc2Cl)C1(C)C (stereo not given)	2	-3	1	-1	1	-0.3	18	2	0.4	7
O=C(Nc1sc2c(c1-c1nc3ccccc3[nH]1)CCCC2)C1CC1	5	-4	-276	24	-5	-10	12	7	-0.2	-6
CN(Cc1ccccc1)C(=O)COC(=O)c1ccc(=O)n(Cc2ccccc2)n1	-5	-1	0	-3	1	0.1	-5	8	0.1	-1
Cc1ccc(C(=O)CSc2nnc(-c3cccnc3)n2N)cc1	0	2	10	-3	9	-0.3	1	8	0.3	14
COc1ccc(-c2nc3nc(C)cc(C)n3n2)cc1	0	0	-59	-2	6	0.8	1	-6	1.7	-10
CC(C)/C=C/C(=O)N1CCCC(N2CCN(c3ccccc3F)CC2)C1 (stereo not given)	1	-4	-1	-8	1	0.5	0	6	-1.4	16
CC(C)(C)C(=O)N1CCN(c2ccc(NC(=O)c3ccc4c(c3)OCCO4)cc2)CC1	11	5	6	-1	-6	-0.2	6	6	-2.9	3
Fc1ccc(-c2ccnc3nc(N4CCOCC4)nn23)cc1	1	4	-400	2	5	22*	3	-6	-0.7	-3
COC[C@@H](O)[C@H]1OCc2cccc(OC)c2[C@@H]1/C=C/c1ccccc1	.	-3	-1	3	-3	0.3	-1	.	.	-2
CC(C)(C)N(NC(=O)c1ccccc1)C(=O)c1ccc(C(=O)N(NC(=O)c2ccccc2)C(C)(C)C)cc1	11	-1	-1	0	-2	-0.7	-2	10	-0.4	1
C[C@@H]1CCCCO[C@@H](CN(C)Cc2ccc(C(=O)O)cc2)[C@@H](C)CN([C@H](C)CO)C(=O)c2cc(NS(C)(=O)=O)ccc2O1	15	-9	-12	12	3	0.5	0	16	.	0
CC(C)c1nc(C(=O)N2CCc3c([nH]c4ccccc34)C2c2ccccn2)cs1 (stereo not given)	-1	-2	7	-2	-9	-0.3	-26	-9	3.8	-6
CCOc1ccccc1N1CC(C(=O)N(Cc2nnc(-c3ccccc3Cl)o2)C2CC2)CC1=O (stereo not given)	-12	5	2	-8	1	1.0	1	0	-0.2	-9
CCO[C@@H]1OC(C(=O)N2CCN(Cc3ccc4c(c3)OCO4)CC2)=C[C@H](C2CC2)[C@H]1CCCO	13	-11	-11	-7	0	-0.5	-4	10	0.8	-4
CCOC(=O)C1=C(c2ccccc2)N=C2SCC(=O)N2C1c1cccc(OC)c1 (stereo not given)	11	1	6	-3	-24	-0.7	-15	13	0.5	-12
Cc1ccccc1N(C(=O)c1ccco1)C(C(=O)NC1CCCC1)c1cccnc1 (stereo not given)	-12	3	-3	-6	-3	-0.2	0	-7	-0.2	1
Cc1ccc(-n2c(-c3ccccc3)cc(=O)nc2C)cc1	-7	-10	15	1	2	-0.6	-3	2	0.3	-2
Cc1ccc(C)c(OCCC(=O)OCC(=O)c2ccc3c(c2)NC(=O)CO3)c1	-11	-2	3	5	3	0.1	0	-4	1.7	2
c1csc(CNc2ncnc3nc[nH]c23)c1	1	4	-12	-1	2	0.5	0	2	-1.4	0
C[C@H](CO)N1C[C@H](C)[C@@H](CN(C)S(=O)(=O)c2cn(C)cn2)Oc2c(NS(=O)(=O)c3cccs3)cccc2C1=O	2	1	-11	12	4	1.0	7	7	1.3	7
O=C(CN(c1cc(Cl)ccc1Cl)S(=O)(=O)c1ccccc1)N1CCOCC1	-6	-7	-7	-7	-8	-0.6	-3	-10	-0.6	-6
CC(=O)N(Cc1ccc(Cl)cc1)c1cnccn1	2	9	-27	-3	0	-1.3	-6	-3	0.7	2
O=C(c1ccc(F)cc1)N(C(=O)c1ccc(F)cc1)c1ncccn1	1	-9	-9	-6	-2	-0.3	5	-6	0.9	-5
CC1Sc2ccc(C(=O)N3CCCC(C(F)(F)F)C3)cc2NC1=O (stereo not given)	10	0	-7	-4	0	0.2	3	-3	-2.0	-3
CCC(C)NC(=S)Nc1ccccc1OC (stereo not given)	16	5	-3	0	-1	-0.2	5	3	2.7	4
CCC(/C=N/NC(=O)c1ccccc1F)CC	8	8	-10	-1	1	0.4	4	-9	3.6	3
O=c1[nH]c2ccccc2cc1CN(CC1CCCO1)S(=O)(=O)c1ccccc1 (stereo not given)	-11	-4	-21	-5	-1	0.2	-3	6	0.3	-1
COc1ccc(C(=O)COC(=O)C(CCCCN2C(=O)C3C4C=CC(C4)C3C2=O)N2C(=O)C3C4C=CC(C4)C3C2=O)cc1 (stereo not given)	-15	-4	8	-2	-1	0.9	-23	-10	-1.8	-1
O=C(NC1CCCC1)c1ccccc1-c1ccccc1	-2	2	-2	-2	0	-0.1	3	14	1.8	1
CCCn1nc(C(=O)NC2CC2)c2ccccc2c1=O	-5	3	7	5	3	0.3	3	-11	-0.4	4
Cc1cccc(C(=O)NC(=S)NNC(=O)COc2ccc(Cl)cc2)c1	-2	6	12	3	-2	0.4	-8	0	3.4	-4
COCCNC(=O)CS(=O)(=O)Cc1nc(-c2ccc(C)cc2)oc1C	13	-2	5	1	4	-0.6	-6	2	-0.2	-13
CCn1c(CNC(C)=O)nnc1SCC(=O)c1ccc(Br)cc1	5	-3	-4	-1	3	0.4	-3	-3	-2.6	4
CCC(C)NC(=S)Nc1ccc2nc(N3CCOCC3)cc(C)c2c1 (stereo not given)	1	-1	-411	1	10	6.5	8	-9	0.6	18
O=C1NN(c2ccccc2)C(=O)C1=Cc1ccccc1O	-6	-2	1	5	1	2.0	-3	-14	-0.9	-3
CCCCNc1cc(Cl)nc(N)n1	4	-2	-4	-1	9	0.4	4	8	3.1	11
O=C(NCc1ccccn1)c1cc(S(=O)(=O)N2CCCCCC2)ccc1Cl	1	-8	1	-3	-1	0.2	-2	-6	2.8	3
CC1CCN(CC(=O)Nc2ccc(N3CCCCCC3)cc2)CC1	17	3	-2	-9	-6	0.9	13	2	-0.1	3
COc1cccc(CC(NC(C)=O)C(=O)NC2CCN(S(=O)(=O)c3ccc(NC(C)=O)cc3)CC2)c1 (stereo not given)	4	3	-2	0	0	0.8	4	-3	-0.8	2
CC[C@@H]1C/C=C\Cc2ccccc2[C@@H](C(=O)C[C@H](O)CC(C)=O)OC1=O	1	3	-3	2	-5	0.0	-9	-2	-1.4	-5

Three structures already listed, sorted by count of non-hydrogen atoms, ascending.
SMILES	ARFGAP1 inh	DDE Tn6 FP inh	ADAM10 inh	rCAG binder	NPR1 activator	proKLK7 act	sPLA2-III inh	ASAP1 inh	FXN GAA850 act	GC-B act
CCC(C)NC(=S)Nc1ccccc1OC (stereo not given)	16	5	-3	0	-1	-0.2	5	3	2.7	4
COC[C@@H](O)[C@H]1OCc2cccc(OC)c2[C@@H]1/C=C/c1ccccc1	.	-3	-1	3	-3	0.3	-1	.	.	-2
O=C1OCCN1CC(=O)N1CCc2c([nH]c3ccccc23)C1c1ccccn1 (stereo not given)	7	0	-1	1	-1	-0.4	5	4	1.4	1

Carrying on:
SMILES	ARFGAP1 inh	DDE Tn6 FP inh	ADAM10 inh	rCAG binder	NPR1 activator	proKLK7 act	sPLA2-III inh	ASAP1 inh	FXN GAA850 act	GC-B act
O=[N+]([O-])c1ccc(N2CCN(CCOc3nonc3-c3ccccc3)CC2)c(Cl)c1	9	-3	-4	0	-1	-0.4	15	0	0.3	-2
COc1ccc(C(=O)NNS(=O)(=O)c2ccccc2)cc1OC	-2	0	-9	-4	2	0.0	6	17	2.3	6
O=C(CSc1nnc(-c2cccnc2)n1Cc1ccco1)N1CCc2ccccc21	-9	-6	-8	-2	-1	0.2	1	1	-0.1	0
COC(=O)[C@@H]1C[C@@]2(O)[C@@H](O)[C@@H](O)[C@@H](O)C[C@H]2N1Cc1ccc(C)s1	-10	6	-10	3	1	0.8	4	1	0.0	-3

Source: PubChem
